# Bioassay records deposited in PubChem by ICCB-Longwood Screening Facility, Harvard Medical School.
# Polio RdRp inh = poliovirus RdRp elongation inhibitors, primary screen, biochemical, fluorescence polarization, total intensity; Genome polyprotein (Poliovirus type 1 (strain Mahoney)), P03300; poliovirus polymerase elongation; active compounds read low; % elongation, % (compound at 16.7 µg/mL); hit rate 0.66% among 150,000; AID 588519, 2011; in the data active means % elongation below about 90%; further: some results filed as inactive read as strong as hits
# Target sequence (P03300 1749-2209 limits assumed): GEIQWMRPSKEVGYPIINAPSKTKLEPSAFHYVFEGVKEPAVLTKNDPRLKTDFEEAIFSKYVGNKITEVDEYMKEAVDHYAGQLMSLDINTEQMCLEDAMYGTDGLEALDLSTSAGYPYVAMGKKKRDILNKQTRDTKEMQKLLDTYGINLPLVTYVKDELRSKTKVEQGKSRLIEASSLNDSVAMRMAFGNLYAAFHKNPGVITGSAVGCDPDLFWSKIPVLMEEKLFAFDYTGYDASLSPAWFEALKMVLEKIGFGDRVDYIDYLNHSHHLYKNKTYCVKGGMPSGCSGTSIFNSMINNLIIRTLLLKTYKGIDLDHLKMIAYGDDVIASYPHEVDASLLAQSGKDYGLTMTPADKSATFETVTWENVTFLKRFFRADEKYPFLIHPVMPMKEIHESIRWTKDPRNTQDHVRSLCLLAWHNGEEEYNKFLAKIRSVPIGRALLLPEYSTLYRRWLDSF
# Polio RdRp inh FP z-score = also measured in Polio RdRp inh; calls as there; z-score; measured here: FP z-score; hits read low
# * marks the source's active call; other numbers are inactive results; & = joins results of further samples.
# Start of the listing, in advance (five entries):
SMILES,Polio RdRp inh,Polio RdRp inh FP z-score
Cc1ccc2cc(CN(C(=O)c3cccc(Cl)c3)c3ccccc3)c(=O)[nH]c2c1,126,0.8
c1ccc(CSc2ncnc3sc4c(c23)CCCC4)cc1,104,0.1
O=C(O)CCCSc1nc2ccccc2s1,96,-0.6
CCCc1cc(=O)n2c(C(=O)Nc3ccc(OCC)cc3)c(C(=O)Nc3ccc(C)cc3)sc2n1,107,0
Cc1ccc(-n2c(=O)c3cccnc3n2CC(=O)NCc2ccc(F)cc2)cc1C,109,0.8

# The listing, repeating the preview:
SMILES,Polio RdRp inh,Polio RdRp inh FP z-score
Cc1ccc2cc(CN(C(=O)c3cccc(Cl)c3)c3ccccc3)c(=O)[nH]c2c1,126,0.8
c1ccc(CSc2ncnc3sc4c(c23)CCCC4)cc1,104,0.1
O=C(O)CCCSc1nc2ccccc2s1,96,-0.6
CCCc1cc(=O)n2c(C(=O)Nc3ccc(OCC)cc3)c(C(=O)Nc3ccc(C)cc3)sc2n1,107,0
Cc1ccc(-n2c(=O)c3cccnc3n2CC(=O)NCc2ccc(F)cc2)cc1C,109,0.8
O=C1CC(NCc2ccccc2)C(=O)N1c1ccccc1 (centres undefined),105,0.7
Cn1c(SCC(=O)N/N=C2/CC3CCC2(C)C3(C)C)nnc1-c1ccco1 (centres undefined),102,0
CC(=O)Oc1ccc(N2C(=O)c3cccnc3C2=O)cc1,103,0.2
Cn1c(=NC(=O)c2cccc(F)c2)sc2ccccc21,109,0.7
CCCc1cc(=O)n2[nH]c(-c3ccc(C)cc3)nc2n1,116,0.1
CCc1ccc(C(=O)c2cn(CC(=O)Nc3ccc(F)cc3)c3cc4c(cc3c2=O)OCO4)cc1,110,0.6
Cc1cccc(-n2c(SCC(=O)Nc3ccccc3C)nc3c(oc4ccccc43)c2=O)c1,107,1
CCOc1ncccc1C(=O)NCc1ccc(S(N)(=O)=O)cc1,104,0.2
CC(=O)Nc1ccc(NC(=O)C(C)OC(=O)Cc2c[nH]c3ccccc23)cc1 (centres undefined),105,0
OC(COCc1ccc2c(c1)OCO2)CN1CCN(c2ccc(F)cc2)CC1 (centres undefined),102,-0.1
O=C(Nc1ccccc1Cl)c1cnsn1,104,0.9
CC(=O)N1N=C(Cn2cnc3c(=O)n(C)c(=O)n(C)c32)OC1c1ccc2c(c1)OCO2 (centres undefined),102,0.7
Cn1c(N)c(C(=O)c2ccc(Cl)c(S(=O)(=O)N3CCCC3)c2)c(=O)[nH]c1=O,103,0
CC(C)c1cc(-c2nc(-c3ccccc3)no2)n[nH]1,109,0.6
COc1ccc(CCNC(=O)c2ccc(CS(=O)(=O)c3ccc(C)cc3)o2)cc1OC,103,-0.3
CCOc1ccc(CCNC(=O)Cn2nnc(-c3ccccc3Cl)n2)cc1OCC,106,0.6
COc1ccc(Br)cc1CNC(=O)CCn1c(=O)c2cccn2c2cccnc21,101,-0.5
CC(=O)c1ccc(NC(=O)Nc2nnc(N3CCCC(C)C3)s2)cc1 (centres undefined),101,-1.4
CCOC(=O)N1CCc2c(sc(NCc3ccc(OC)c(Br)c3)c2C(=O)Nc2cc(OC)ccc2OC)C1,108,0.7
c1ccc(N=c2scc(-c3ccccc3)n2CCN2CCOCC2)cc1,100,-0.7
CC(=O)OC1C(=O)OC2[C@@H](C)C(n3ccc(=O)[nH]c3=O)O[C@H]12 (some centres undefined),104,0.5
Cc1cc(O)c(NC(=O)c2ccccc2Cl)cc1C,101,-0.1
CC1(C)CCCC(C)(C)N1Sc1ccccc1,101,-0.3
O=C(CSCc1nc2cccnc2n1C1CCCCC1)NCc1cccc(Cl)c1,114,1.4
Clc1nccc2nc(N3CCCCCC3)ncc12,101,0.4

# Shown with values under each structure: entries from further up.
# Below each SMILES – Polio RdRp inh	Polio RdRp inh FP z-score
OC(COCc1ccc2c(c1)OCO2)CN1CCN(c2ccc(F)cc2)CC1 (centres undefined)
    102	-0.1
O=C(Nc1ccccc1Cl)c1cnsn1
    104	0.9
CC(=O)N1N=C(Cn2cnc3c(=O)n(C)c(=O)n(C)c32)OC1c1ccc2c(c1)OCO2 (centres undefined)
    102	0.7
Cn1c(N)c(C(=O)c2ccc(Cl)c(S(=O)(=O)N3CCCC3)c2)c(=O)[nH]c1=O
    103	0

# Next section:
SMILES,Polio RdRp inh,Polio RdRp inh FP z-score
Cc1cc(NC(=O)CSC2=Nc3ccccc3CS2)no1,102,-0.2
CCOc1cc(C(=O)NC2CCCCC2C)cc(OCC)c1OCC (centres undefined),99,-0.3
O=C1NC(=S)S/C1=C/c1ccc(-c2ccc3c(c2)C(=O)NC3=O)o1,111,0.9
CC1CN(c2ccc(NS(=O)(=O)c3ccccc3)cc2C(=O)O)CC(C)O1 (centres undefined),99,-0.6
O=C(O)/C=C/C(=O)N1CC=C(c2ccccc2)CC1,103,0.3
Cc1cccc(NC(=O)CSc2nc3c(c(=O)[nH]2)CN(Cc2ccc4c(c2)OCO4)CC3)c1C,113,0.3
CC(C)(CO)NC(=O)C1CC(c2c(F)cccc2Cl)=NO1 (centres undefined),100,-0.6
CCOc1ccccc1NC(=O)Cn1c(=O)n(Cc2ccco2)c(=O)c2cccnc21,105,0.2
COc1ccc(NC(=O)c2noc3c2CCCC3)cc1Cl,105,0
COc1ccc(N2CC(NC(=O)COc3ccccc3F)CC2=O)cc1OC (centres undefined),107,0
CCCN(Cc1cccs1)C(=O)Nc1cc(OC)cc(OC)c1,104,0.1
CC(NC(=O)/C=C/c1ccccc1Cl)c1ccccc1 (centres undefined),101,-0.4
CCN(CC)C(=O)CSc1nnc2[nH]c(=O)cc(C)n12,98,-1.9
COc1cccc(N2CC(=O)N(/N=C/c3ccccn3)CC2=O)c1,101,0
C#CC(C)(CC)NC(=O)c1cc2c(n(-c3ccc(Cl)cc3)c1=O)CC(C)(C)CC2=O (centres undefined),103,-0.6
Cc1ccc(NC(=O)CN2C(=O)COc3ccc(S(=O)(=O)NC4CCCC4)cc32)cc1Cl,107,0.2
O=C(Nc1ccc(F)cc1)N1CCN(c2ccc3nnc(-c4ccc(F)cc4)n3n2)CC1,110,1.5
O=C(/C=C/c1ccccc1)Nc1nnc(CSCc2ccccc2F)s1,103,0.3
NS(=O)(=O)c1ccc(CCNC(=S)NC2CCCC2)cc1,102,0.5
COc1ccc(OCc2ccc(-c3nc(C#N)c(NCc4cccnc4)o3)o2)cc1,108,0.4
Cc1cccc(NC(=O)Cc2ccc(NC3=NC4CS(=O)(=O)CC4S3)cc2)c1 (centres undefined),99,-1.3
CC1(c2ccccc2)CC(C)(C)N(C(=O)c2ccco2)c2ccccc21 (centres undefined),107,0.4
CC(=O)Nc1c(-c2cccc(C(F)(F)F)c2)c(C(F)(F)F)nn1C,104,0.4
COc1cccc(C(=O)NC2=NC(c3ccccc3F)CC(=O)N2)c1 (centres undefined),101,-1.3
COc1ccc(-c2onc(C)c2C)cc1S(=O)(=O)Nc1cc(Cl)ccc1C,100,-1.5
CC(C)NC(=O)N1CCc2c([nH]c3ccccc23)C1c1ccc(F)cc1 (centres undefined),102,-0.1
COc1ccc(S(=O)(=O)N2CCC(C(=O)NC3CC3)CC2)cc1Cl,102,0.4
COc1ccc(Cl)c2c1NC(c1ccncc1)C1CC=CC21 (centres undefined),103,0.5
CN(CCO)S(=O)(=O)c1ccc2c(c1)Cc1cc(S(=O)(=O)N(C)CCO)ccc1-2,101,-0.3
COc1ccc(C2CCCCCN2C(=O)Nc2ccccc2)cc1 (centres undefined),102,0.1

# Next part.
SMILES,Polio RdRp inh,Polio RdRp inh FP z-score
CCc1ccc(NC(=O)CN2C(=O)C(c3ccc(Cl)cc3)=NC23CCCCC3)cc1,108,0.3
CCOCCCN(C(=O)Nc1ccc(Cl)cc1)C1CCN(C(C)=O)CC1,110,-0.2
COc1ccc(-c2nn(-c3ccccc3)cc2C(=O)N2CCOCC2)cc1,103,0.1
N=c1ncn(CC(O)CO)c2nc(Br)[nH]c12 (centres undefined),103,0.4
COC(=O)c1sccc1NC(=O)c1csc2ccccc12,103,1.4
O=C(COC(=O)Cc1cn2ccsc2n1)Nc1nc2ccccc2s1,100,-0.3
N#Cc1c(/N=C/N2CCCC2)sc2c1CCCCC2,103,0.4
CCOc1ccc(S(=O)(=O)N(CC)CC(=O)NCC2CCCO2)cc1 (centres undefined),102,0.1
CCOC(=O)c1nnn(CC(=O)Nc2cc(C)cc(C)c2)c1C(=O)OCC,108,0.8
CCOc1cccc(C(=O)Nc2cc(C)c(O)c(-c3nc4ncccc4o3)c2)c1,102,-0.8
CN1CC=C(/C=C/c2ccc(N3CCCCC3)cc2)CC1,103,0.6
C=CCc1c(C)[nH]c(=S)[nH]c1=O,103,-0.2
CC(C)Cc1ccc(C#N)c(SCC(=O)c2ccccc2)n1,102,0.9
CCCn1c(N)c(C(=O)CSc2nnc(-c3ccccc3)o2)c(=O)[nH]c1=O,105,0.1
O=S(=O)(/N=C(/Nc1cc(N2CCOCC2)ncn1)c1ccccc1)c1ccccc1,102,0.1
CC(C)NC(=O)c1ccc(S(=O)(=O)N2CCCCCC2)cc1,100,-0.7
Cc1nn(C)c2c1c(-c1ccccc1)cc(=O)n2C(C)C(=O)NCCc1ccc(Cl)cc1 (centres undefined),103,-0.7
CCOCCCn1c(=N)c(C(=O)NCc2ccccc2)cc2c(=O)n3ccccc3nc21,112,0.2
Cn1nc(C(=O)NCCc2ccsc2)c2c1-c1ccccc1SC2,105,0.6
COc1cc(NC(=O)CSc2nc3nc(C)c(Cc4ccc(C)cc4)c(C)n3n2)cc(OC)c1,110,0.2
CC(=O)Nc1ccc(NC(=O)C(NC(=O)C2CCC(C)CC2)C(C)C)cc1 (centres undefined),104,-0.3
Cc1ccc(NC(=O)C(Cc2c[nH]c3ccccc23)NC(=O)OCC(C)C)cc1 (centres undefined),108,1
COc1ccccc1/C=C/c1nc(C#N)c(NCCc2ccccc2)o1,106,-0.6
Cc1ccc(NC(=O)C2CCCN(c3nc4ccccc4s3)C2)c(C)c1 (centres undefined),109,0.7
O=C(COc1ccc2oc3c(c2c1)CCCC3)Nc1ccc(Br)cc1,103,-0.5
COc1ccccc1CNc1nc(-c2ccco2)nn1C(=O)c1cc(OC)c(OC)c(OC)c1,106,-0.2
COc1ccccc1-c1cc(C(=O)Nc2cc(OC)c(OC)c(OC)c2)no1,107,0.5
C1=NCCCC12CCCCC2,102,0.1
Cc1ccc2cccc(OC(=O)c3ccc(OCc4c(C)noc4C)cc3)c2n1,103,0
CC(=O)N1NC(=Nc2ccccc2)SC1(C)C,103,0.3

# Carrying on.
SMILES,Polio RdRp inh,Polio RdRp inh FP z-score
Cc1cc(=O)c2cccc(C)c2[nH]1,105,0.7
CCCS(=O)(=O)N1CC(=O)N(c2cc(C)cc(C)c2)C(C)(C(=O)NC2CCCCCC2)C1 (centres undefined),104,-0.5
C=CCN1C(=O)/C(=C\c2cccc(OC(=O)c3ccco3)c2)SC1=S,101,-0.2
CCc1ccc(NC(=O)c2sc3nc4c(cc3c2N)CN(CC)CC4)cc1,103,0
O=C(Nc1cccc2ccccc12)OCC(F)(F)F,100,0.2
CC(=O)N=c1scc(-c2ccccc2)n1-c1ccc(Cl)cc1,102,0.2
O=S(=O)(c1ccc2ccccc2c1)n1nc(-c2ccco2)nc1NCc1ccc(F)cc1,100,-1.5
Cc1ccc(/C=C/c2onc3c(=O)n(C)nc(C)c23)cc1,107,0.3
CCc1ccc(N2C(=O)CN(CC(=O)OC)C2=S)cc1,101,-0.1
CCOC(=O)c1ccc(CC2SC(=Nc3ccc(CC)cc3)NC2=O)cc1 (centres undefined),101,-0.1
CC(C)N1C(=O)/C(=C\c2cccs2)SC1=S,101,0.3
Cc1ccc(NC(=O)CCn2nc(C)c(S(=O)(=O)N3CCCCC3)c2C)cc1Cl,112,1.4
CO/N=C(/C(=O)N[C@@H]1C(=O)N2C(C(=O)O)=C(CSc3nc(=O)c(O)nn3C)CS[C@H]12)c1csc(N)n1,99&100,-0.1&0.1
c1ccc(CSc2nncn3c2cc2sccc23)cc1,102,0.5
OC[C@H]1O[C@@H](Oc2c[nH]c3ccc(Br)c(Cl)c23)[C@H](O)[C@@H](O)[C@H]1O,103,0
Cc1ccc(-c2cnc(SCC(=O)N3CCCC3=O)n2C)cc1,99,-0.4
CC(C)CCN(Cc1ccco1)C(=O)c1cc2c(Cl)nc3ccccc3c2s1,110,0.7
C=CCC1C(=S)SC(C(=O)OCC)=C1NC(=O)c1cccs1 (centres undefined),105,0.2
CC(=O)Nc1c(C(=O)Nc2ccccc2F)oc2ccccc12,103,-0.5
CCOC(=O)CSc1nc2ccc(NC(=O)c3ccccc3F)cc2s1,110,0.6
O=S(=O)(CCCCl)c1nc2ccccc2s1,100,-0.3
COc1ccc(/C=C2\N=C(c3ccccc3)N(/N=C/c3cccnc3)C2=O)cc1,88,-2.5
Nc1nnc(CC(=O)N/N=C/c2cccs2)s1,99,-0.2
COc1ccccc1/C=C/C=N/NC(=O)c1cc(-c2ccco2)[nH]n1,102,0.2
COC(=O)c1ccc(CSc2nc(-c3ccc(OC)cc3)ns2)o1,96,-2.1
Cc1ccc(C(=O)c2ccc(Oc3ccccc3)cc2)cc1,103,0.4
Cc1ccc(NC(=O)Cn2c(=O)n(CCc3ccccc3)c(=O)c3sc4ccccc4c32)cc1C,99,-1.7
COC(=O)c1cc2sccc2n1Cc1ccc(Cl)cc1,101,0.4
CN(C1CCCCC1)S(=O)(=O)c1ccc2c(c1)c(=O)c(C(=O)NCc1ccc(Cl)cc1)cn2C,106,0.3
CCOCCCN1C(=O)c2ccccc2CC1(C)C(=O)NC1CCCCC1 (centres undefined),113,0.8
CN(C1CCCCC1)S(=O)(=O)c1ccc(S(=O)(=O)c2ccccc2)s1,105,0.2

# Not all compounds are listed; count on the stated rates, not on these rows.
